# mcGAS inh: mouse cGAS inhibition by luminescence; Q8C6L5; recombinant cGAS, Kinase-Glo ATP depletion luminescence; inhibition, % at 12.5 µM; 160,000 tested, 0.15% active;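 further: 0% = negative control wells and 100% = reference inhibitor with no enzyme activity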
# NPYLR7 agonist: mosquito NPYLR7 agonism; activation, % at 10 µM; HEK293T NPYLR7/Galpha15, GCaMP6s calcium fluorescence; 270,000 tested, 0.15% active; in the data active means activation above about 40%;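 further: 0% = vehicle and 100% = reference agonist at the receptor; some compounds past the cut are filed as inactive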
# hcGAS inh: inhibitors of human cGAS; recombinant h-cGAS, ATP depletion, Kinase-Glo luminescence; inhibition, % at 12.5 µM; 290,000 tested, 0.081% active;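 further: 0% = vehicle reaction and 100% = reaction without DNA for no activity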
# Target sequence (Q8N884 whole entry, looked up): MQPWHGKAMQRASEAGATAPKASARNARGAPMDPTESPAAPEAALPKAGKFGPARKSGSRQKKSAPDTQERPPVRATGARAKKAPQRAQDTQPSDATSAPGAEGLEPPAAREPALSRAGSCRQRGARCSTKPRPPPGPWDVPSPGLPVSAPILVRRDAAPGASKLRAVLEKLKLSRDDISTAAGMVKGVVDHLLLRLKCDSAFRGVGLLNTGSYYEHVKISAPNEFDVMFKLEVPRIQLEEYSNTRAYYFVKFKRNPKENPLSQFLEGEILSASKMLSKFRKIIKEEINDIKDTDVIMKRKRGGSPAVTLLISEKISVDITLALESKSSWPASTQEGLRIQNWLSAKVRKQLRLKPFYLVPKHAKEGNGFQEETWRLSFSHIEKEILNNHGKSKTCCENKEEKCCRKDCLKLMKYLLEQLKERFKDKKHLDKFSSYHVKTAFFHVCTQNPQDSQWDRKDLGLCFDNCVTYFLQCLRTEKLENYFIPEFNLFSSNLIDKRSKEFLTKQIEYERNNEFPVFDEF
# Active calls of the source: *; / = not tested or not shown; & = joins results of further samples. Unless noted, no stated cut-off is given here; in the data, active means inhibition above about 40%; inactive means the rest.
No.	compound	NPYLR7 agonist	mcGAS inh	hcGAS inh
1	COc1ccccc1-c1cc(C(=O)N2CCN(C(c3ccccc3)c3ccccc3)CC2)nc2cc(C(C)(C)C)nn12	11	-6	-6
2	c1ccc2c(c1)nc(Nc1ccc3c(c1)OCO3)c1nncn12	4	-4	-4
3	COc1ccc(C(=O)N2C(C(=O)NCc3ccccn3)COC23CCN(C(=O)c2cccc(Cl)c2)CC3)cc1 (stereo not given)	8	-5	-1
4	CN(C)c1ccc(C=Cc2ccc3c4ccccc4ccc3[n+]2-c2ccccc2)cc1	1	-11	-4
5	CN(C)CCO[C@H]1CCOC[C@H]1NC(=O)c1nc(N)nc2c1CCCC2	/	-3	-9
6	CCOC(=O)C1(Cc2cccc(Cl)c2)CCCN(C(=O)c2ccoc2C)C1 (stereo not given)	-8	-2	-3
7	COc1ccc(-n2c(=O)[nH]c3c(C(N)=O)nc(-c4ccccc4Cl)nc32)cc1OC	11	-6	-4
8	CC1=C(C(=O)OC(C)C)C(c2ccc(O)cc2)C2=C(CC(c3ccccc3)CC2=O)N1 (stereo not given)	2	/	5
9	Cc1cc(NC(=O)Cc2ccc(F)cc2)n(-c2nc3c(cnn3-c3cccc(C)c3C)c(=O)[nH]2)n1	/	-7	-7
10	O=C(NC1CC1)c1cccc(Nc2c(Oc3ccc(F)cc3)cnn(-c3ccc(F)cc3)c2=O)c1	17	-4	-3
11	COC(=O)NC(Oc1ccccc1)C(F)(F)C(F)(F)C(F)(F)C(F)F (stereo not given)	-1	/	2
12	OCC#Cc1ccc(CN2CCC3(CCOCC3)CC2)cc1	1	/	-4
13	CCN(CC)CCOc1ccccc1NC(=O)c1cnc(C)cc1Cl	4	/	-5
14	COc1ccc(-c2cnc3ncnn3c2N2CCN(S(=O)(=O)c3ccc(C(C)=O)cc3)CC2)cc1OC	6	-4	-2
15	COc1ccc(C(=O)COC(=O)c2ccc3c(c2)-c2ccccc2C3=O)cc1Br	8	/	-7
16	CCC(C(=O)NC1CCC(n2cnnc2)CC1)n1cccn1 (stereo not given)	4	/	-5
17	Cc1ccccc1C(c1ncccc1C)N(C)C(=O)C1CCN(Cc2ccc(Cl)cc2)CC1 (stereo not given)	8	-5	-2
18	COc1ccccc1-n1cc(C(=O)N(C)Cc2csc(C)n2)cn1	15	/	-2
19	CCN(C/C=C/c1ccccc1)C(=O)c1c(C)nn(CC)c1C	15	-11	0
20	CCOC(=O)c1ccc(S(=O)(=O)NCCn2nc(-c3ccc(F)cc3)ccc2=O)cc1	-5	2	4
21	COc1cc(C)c(-c2nc(Cn3cnc(C4CC4)n3)c(C)o2)cc1C	6	/	-8
22	COCC1CN(C)CC12CCN(S(=O)(=O)c1ccc3c(c1)CCC3)CC2 (stereo not given)	/	-5	-14
23	CN(C)c1ccc(C(=O)Nc2c3c(nn2C)CCC3)cc1	0	/	-6
24	CC(C)CCOC1CCN(C(=O)NCC2CCCN(C)C2)C1 (stereo not given)	6	/	-10
25	S=c1nc2cc(Cl)ccc2c2cc[nH]n12	-15	/	1
26	O=C(Nc1cccc(-c2nnc3n2CCCCC3)c1)c1ccc2n[nH]nc2c1	-1	/	-7
27	COc1ccc(-c2nnc3ccc(OCCNC(=O)c4ccc5ccccc5c4)nn23)cc1	-7	-9	-5
28	O=C1Nc2ccccc2Oc2ccc(NS(=O)(=O)CBr)cc21	13	/	0
29	Cc1cc(=O)n(CC(=O)Nc2ccccn2)cn1	8	/	-8
30	Cc1ccc(C)c(NCCn2c(C)cn3c4c(=O)[nH]c(=O)n(C)c4nc23)c1	4	/	-8
31	Cc1c(C(=O)Nc2ccccc2N2CCOCC2)oc2ccc(F)cc12	1	-2	5
32	Cc1nc(N2CCN(C(=O)c3cccc4ccccc34)CC2)cc(-n2ccnc2)n1	-16	-12	-5
33	O=C1CC(C(=O)N2CCCc3ccc(F)cc32)c2ccccc2N1 (stereo not given)	-4	-12	-5
34	O=C1NC(C(=O)O)=CC(c2cc(Cl)ccc2Cl)N1 (stereo not given)	7&-1	/	-1&-6
35	COc1ccccc1-c1nnc2ccc(OCCNS(=O)(=O)c3cccs3)nn12	-3	-3	0
36	CCCCc1ccc(S(=O)(=O)c2cnc(SCC(=O)NC3CCCC3)[nH]c2=O)cc1	0	-7	-7
37	CN(C)C(=O)Sc1cnc2nccn2c1	11	-14	-5
38	Cc1ncnc(N2CCC(CO)(Cc3ccccc3Cl)CC2)c1C	6	-10	0
39	CC(C)c1cccc(Oc2cnn(-c3ccccc3)c(=O)c2Nc2cccc(C(=O)N3CCOCC3)c2)c1	5	-3	-3
40	Cc1ncc2c(c1CNC(=O)c1ccc3c(c1)OCO3)CCN(C(=O)c1cc3ccccc3n1C)C2	26	-13	-12
41	CC1CCc2c(sc3nc(CSc4nnc(N)s4)[nH]c(=O)c23)C1 (stereo not given)	5	/	-3
42	COC(=O)CNC(=O)N1CCCCC1c1cccc(F)c1 (stereo not given)	8	/	-3
43	O=C(COc1ccc(C2SCCS2)cc1)NC12CC3CC(CC(C3)C1)C2	2	-17	2
44	COc1ccc(S(=O)(=O)N2CCCC(C(=O)Nc3ccc(F)cc3)C2)cc1 (stereo not given)	4	/	-4
45	NC(=O)Cc1nc2ccccc2n1CC(O)c1cccc(Br)c1 (stereo not given)	1	/	-5
46	CC(C)(C)n1c(NC(=O)c2ccc(F)cc2Cl)nc2ccccc21	6	/	-2
47	Cc1cc(C)n(Cc2ccc(F)c(F)c2)c1C(=O)Nc1ccc(C(C)C)cc1	-2	0	4
48	CCOC(=O)c1[nH]c(=O)[nH]c1CSC1=NCCS1	1	/	-10
49	O=C(CSc1nnc2scc(-c3ccccc3)n12)NCc1ccco1	-3	-10	-7
50	COC(=O)c1c(C)nc2n(Cc3ccccc3)c3ccccc3n12	-15	/	-1
51	c1ccc(Oc2cccc(C3c4cccn4CCCN3Cc3ccccn3)c2)cc1 (stereo not given)	12	-4	-9
52	CCc1nnc(-c2cc3ccccc3n2CC(=O)N2CCCCC2)o1	-6	-1	-3
53	O=C(c1cccc(Cl)c1)N(Cc1nc2cc(Cl)ccc2o1)C1CC1	-4	-8	-8
54	Cc1ccccc1CC1(C(=O)O)CCCN(c2ccc3ccccc3n2)C1 (stereo not given)	4	/	-6
55	O=C(Nc1nnc(COc2ccccc2)s1)c1cccs1	-7	-5	-3
56	CCc1ccc(C(=O)N(CC(=O)N2c3ccccc3-n3cccc3C2c2ccc(Cl)cc2)C2CC2)cc1 (stereo not given)	19	-4	-4
57	CCN(c1ccc(NC(=O)c2ccc(C)n2C)cc1)C(C)C	1	/	5
58	Cc1nnsc1C(=O)Nc1nn(C)c2c1C(c1cccs1)CC(=O)N2 (stereo not given)	-13	-7	0
59	COc1cccc(F)c1C(C)NC(=O)N(C)Cc1ccsc1 (stereo not given)	2	-7	-10
60	CCOC(=O)CNC(=O)CSc1ccc2nnc(-c3ccc(OC)cc3)n2n1	16	-7	-4

# 3 entries drawn at random from the list so far, as already listed:
No.	compound	NPYLR7 agonist	mcGAS inh	hcGAS inh
17	Cc1ccccc1C(c1ncccc1C)N(C)C(=O)C1CCN(Cc2ccc(Cl)cc2)CC1 (stereo not given)	8	-5	-2
5	CN(C)CCO[C@H]1CCOC[C@H]1NC(=O)c1nc(N)nc2c1CCCC2	/	-3	-9
51	c1ccc(Oc2cccc(C3c4cccn4CCCN3Cc3ccccn3)c2)cc1 (stereo not given)	12	-4	-9

# Carrying on.
No.	compound	NPYLR7 agonist	mcGAS inh	hcGAS inh
61	CC(=O)c1ccc(C(=O)N2CCCC(Nc3ccc(C(C)C)cc3)C2)s1 (stereo not given)	28	-12	-12
62	CC1CCC(NS(=O)(=O)c2ccc(S(=O)(=O)N3CCOCC3)cc2)CC1 (stereo not given)	-1	/	-3
63	Cc1cc(=O)[nH]c(-n2nc(C)cc2NC(=O)c2ccco2)n1	13	-6	-5
64	CCOc1ccccc1NC(=O)N(CCN1CCOCC1)CC(=O)N(Cc1ccc(F)cc1)Cc1sccc1C	-12	-6	-9
65	CC12CCC(C(=O)Oc3cccnc3)(OC1=O)C2(C)C (stereo not given)	4	/	0
66	COCC(NC(=O)Nc1n[nH]c(Cc2ccccc2)n1)c1ccnn1C (stereo not given)	1	/	-10
67	CCOC(=O)C1(C)CCN1C(=O)c1cccc(C#N)c1 (stereo not given)	-1	/	-7
68	CC(C)CC(=O)N(Cc1ccccc1)Cc1c(-c2ccccc2)noc1N1CCC(C)CC1	3	-6	-12
69	CCOC(=O)C1(CCCc2ccccc2)CCCN(C(=O)c2ccsc2)C1 (stereo not given)	7	-12	-10
70	CC(NCc1ccc(-n2ccc(C(F)(F)F)n2)cc1)C1CC1 (stereo not given)	0	/	-3
71	COc1ccc(CC2CCN(S(=O)(=O)c3ccc(C(F)(F)F)cc3Cl)CC2)cc1	5	-5	-3
72	Cn1c(=O)c2c(nc(NCCCO)n2Cc2ccccc2)n(C)c1=O	-7	/	-4
73	Cn1ccnc1C(O)(CC(=O)N1CCc2ccccc2C1)C(F)(F)F (stereo not given)	1	-4	-2
74	COc1ccc(C2c3cc(OC)c(OC)cc3CCN2C(=O)/C=C/c2ccccc2)cc1OC (stereo not given)	15	-7	-4
75	FC(F)(F)c1cc(-n2c(C3(c4ccc(Cl)cc4)CCC3)n[nH]c2=S)cc(C(F)(F)F)c1	-10	-4	-6
76	CCOC(=O)c1csc(NC(=O)Nc2ccccc2)n1	-1	-6	-2
77	CCCCC1C=CCN1C(=O)C1=NNC(=O)CC1 (stereo not given)	-1	/	0
78	CCOc1ccc(-n2c(C(C)N(CCc3ccc(OC)c(OC)c3)C(=O)c3cccc(OC)c3)nc3ccccc3c2=O)cc1 (stereo not given)	-6	1	8
79	CC(C)(C)c1ccc(OCCOc2ccc(Cl)cc2/C=N\n2cnnc2)cc1	-2	-5	-2
80	CCCNc1nc(SC)nc2c1cnn2CCNC(=O)Cc1cccs1	/	-6	-1
81	CNC(=O)NC(=O)CSc1nc2ccccc2c(=O)n1CCCN1CCOCC1	0	/	1
82	CCn1nccc1NC(=O)C1(C)CCN1C(=O)C/C=C/c1ccccc1 (stereo not given)	-4	-2	8
83	O=C(Nc1nc2ncccn2n1)C1SCCc2sccc21 (stereo not given)	1	-17	-8
84	Cc1cccc2c(C3CCN(C(=O)c4ccc(F)c(C(F)(F)F)c4)CC3)c[nH]c12	17	-6	-4
85	O=C(C1CCCO1)N(CCc1ccccc1)Cc1ccc2c(c1)OCCO2 (stereo not given)	20	/	-7
86	O=C(N1CCN(Cc2cc(=O)c(OCc3ccccc3Cl)co2)CC1)C(F)(F)C(F)(F)C(F)(F)F	4	-8	-7
87	CC(=O)c1c(F)cccc1NC(C)CCN(C)C (stereo not given)	-1	/	-20
88	N#Cc1ccc(CSC2=NN3CCS(=O)(=O)N=C3S2)cc1	5	/	-5
89	Cc1cc(C)n2c(SCCOc3ccc(F)cc3)nnc2n1	1	/	-6
90	CCCCCC/C=C\CCCCCCCc1cccc(O)c1C(=O)O	/	1	0
91	COc1cn(CC(=O)NCc2ccccc2Cl)c(CSc2nccn2C)cc1=O	-4	-7	-4
92	C=CCCC(O)CN(Cc1c(-c2ccccc2)nn(C)c1Oc1cccc(C)c1)C1CC1 (stereo not given)	-8	0	-2
93	COc1cc(NC(=O)CCl)c(OC)cc1Cl	9	/	-5
94	CCC(C)C(NC(=O)c1cccc(F)c1)C(=O)Nc1nnc(-c2ccc(Cl)cc2)s1 (stereo not given)	-4	-4	-2
95	COc1cc(NC2CCOC2=O)ccc1NC(=O)c1cccnc1 (stereo not given)	4	/	-6
96	O=c1oc2c(Cl)cc(Cl)cc2cc1-c1csc(Nc2ccccc2F)n1	-2	4	0
97	O=C(Nc1nc(-c2ccc(F)cc2)cs1)c1ccc(S(=O)(=O)N2CCCC2)cc1	1	-2	3
98	COc1cccc(CN(CCC(C)C)CC(O)COCc2ccccc2)c1 (stereo not given)	18	-5	-5
99	Cc1cccc(NC(=S)Nc2ccc(C)c(S(=O)(=O)N(C)C)c2)c1	1	-15	-9
100	CN(C)C(=O)CN1C(=O)C2C3C=CC(C3)C2C1=O (stereo not given)	13	2	7
101	O=C(COc1ccc2c(c1)OCO2)N1CCCC(c2ccn[nH]2)C1 (stereo not given)	-4	-9	-7
102	CN1CC2(CCN(C(=O)CC3=C(c4ccccc4)CCC3=O)C2)OC1=O (stereo not given)	9	/	-5
103	O=C1CN(c2ccc(CNC(=O)c3ccc[nH]c3=O)cc2)CCN1	16	/	2
104	Cc1ccc2nc(/C=C/c3ccc([N+](=O)[O-])cc3)oc(=O)c2c1	2	-9	-6
105	CCOc1ccc(-c2ccnc(N3CCN(C(=O)c4cc(C(F)(F)F)ccc4F)CC3)n2)cc1	3	-7	-7
106	Cc1ccc2ncc(CCNC(=O)[C@@H]3CS[C@H]4CC[C@H](NC(=O)c5ccco5)C(=O)N43)n2c1	1	-3	-3
107	COCCOc1ncccc1C(=O)NCC(C)N1CCN(C)CC1 (stereo not given)	8	/	-7
108	CCOC(C)C(=O)Nc1ccc2nc(CN3CCOCC3)[nH]c2c1 (stereo not given)	6	/	-3
109	COc1ccc(-n2ccnc2-c2cccc(C(C)N(C)C)c2)cn1 (stereo not given)	2	-10	4

# One compound at a time, as listed above:
# CCOC(=O)c1[nH]c(=O)[nH]c1CSC1=NCCS1 is listed with NPYLR7 agonist: 1; mcGAS inh: /; hcGAS inh: -10
# CNC(=O)NC(=O)CSc1nc2ccccc2c(=O)n1CCCN1CCOCC1 is listed with NPYLR7 agonist: 0; mcGAS inh: /; hcGAS inh: 1
# CC(=O)c1c(F)cccc1NC(C)CCN(C)C (stereo not given) is listed with NPYLR7 agonist: -1; mcGAS inh: /; hcGAS inh: -20
